From PubChem BioAssay
INS-1E GSIS act: primary screen for activators of insulin secretion dependent on glucose, INS-1E cells, GLuc reporter luminescence. activation, % at 16.6 µM. AID 743287. INS-1E GLuc reporter insulin secretion, 2-3 h. hit rate 0.61% among 370,000;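 active means lowest replicate activation of at least 40%, so every replicate reaches that level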;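 further: 0% = median of neutral control wells and 100% = median of IBMX positive control wells; some compounds called inactive have numbers as strong as hits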
ERp5 block: ERp5 (human) disulfide isomerase inhibition. ERp5 insulin aggregation, absorbance 650 nm, 90 min. hit rate 0.05% among 350,000. inhibition, % at 9.99 µM. Q15084. AID 651711;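 active means mean replicate inhibition above about 25%, with every replicate also reaching it, limit read from the data, passing the limit was not always enough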
Target sequence (Q15084 whole entry, looked up): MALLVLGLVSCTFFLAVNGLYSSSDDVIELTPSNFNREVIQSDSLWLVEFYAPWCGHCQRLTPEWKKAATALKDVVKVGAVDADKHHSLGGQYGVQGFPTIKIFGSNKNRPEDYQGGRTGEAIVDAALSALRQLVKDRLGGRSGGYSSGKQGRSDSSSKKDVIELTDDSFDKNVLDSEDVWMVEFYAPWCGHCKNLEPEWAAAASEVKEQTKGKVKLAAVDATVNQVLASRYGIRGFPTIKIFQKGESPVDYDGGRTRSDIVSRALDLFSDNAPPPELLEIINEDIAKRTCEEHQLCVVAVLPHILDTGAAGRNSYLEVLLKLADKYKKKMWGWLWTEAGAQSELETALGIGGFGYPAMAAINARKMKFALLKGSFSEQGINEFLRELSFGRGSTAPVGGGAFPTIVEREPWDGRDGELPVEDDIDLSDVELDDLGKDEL
ARNT-TACC3 inh: disrupts binding between human ARNT and TACC3. Q9Y6A5. AlphaScreen His-ARNT PAS-B/GST-TACC3 binding, luminescence; TACC3 fragment carries E629A point mutation. inhibition, % at 9.99 µM. hit rate 0.66% among 390,000. AID 623870;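 active means mean inhibition of replicates at least 50% and at least half of replicates each reaching 50%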;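 further: 0% = complete ARNT plus TACC3 wells and 100% = ARNT alone without TACC3; many hits fall short of the cut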
CFTR F508del cor: correctors of CFTR F508del function in bronchial epithelial cells; CFBE cells, YFP halide quenching; stimulated with forskolin plus potentiator P3; % fluorescence drop versus neutral controls; activity (quench increase), % at 7.58 µM; hit rate 0.36% among 350,000; AID 720511;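 active means mean added fluorescence quench of at least 8% versus neutral control, with both replicates also reaching 8%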;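 further: cells transiently co-express mutant CFTR-F508del with the halide-sensitive YFP; corrector assay measuring rescue of mutant channel to the surface after 24 h compound exposure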
PAX8 reporter: inhibitors of PAX8 transcriptional activity in RMG-I cells. hit rate 1.2% among 360,000. inhibition, % at 12.6 µM. RMG-I TPO-luciferase reporter, SteadyGlo, 24 h. AID 652154;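 active means mean replicate inhibition at least 60% with every replicate also reaching 60%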;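 further: luciferase light reporting Pax8 driven TPO promoter activity; plate controls were median of neutral control wells for no effect and mitoxantrone controls for full effect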
Xi reactivation: X-chromosome reactivation activator. XiGFP mouse fibroblasts, % GFP-positive cells imaging, 3 d; cells co-treated with 5-aza-dC sensitizer; scaled so ellipticine positive control = 100%. activation, % at 7.58 µM. hit rate 0.055% among 360,000. AID 743238;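 active means mean normalized replicate activation at least 10% and every replicate at or above 10%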;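 further: 0% = median of on-plate neutral control wells and 100% = ellipticine 6 µM median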
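material = 68-5-11 XiGFP fibroblast line | medium = DMEM plus 5-aza-dC sensitizer | schedule = 3 days compound exposure | benchmarks = positive control ellipticine, 6 µM final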
EWS-Fli inh: EWS/Fli transcriptional activity inhibition; A673 NR0B1-luciferase reporter, viability-normalised; inhibition, % at 12.6 µM; AID 651661; hit rate 0.67% among 350,000;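 active means mean inhibition of at least 50% after viability correction, with every replicate also passing that limit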;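 further: firefly luciferase signal divided by Alamar Blue viability fluorescence both relative to DMSO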
* = called active by the depositor. An excerpt. The share of hits here may be higher or lower than overall.

Results for C[C@@H]1CC=CC[C@@H](c2ccc3c(c2)OCO3)NC(=O)[C@H](C)N(C)C(=O)c2ccccc2O1 (mixture of isomers) ?
INS-1E GSIS act: -9.3; Xi reactivation: 0.1

How did CCCC(=O)N1CC2(CCN(C(=O)CC3CC3)CC2)c2c(n(C)c3cc(OC)ccc23)[C@H]1CO do in these assays?
INS-1E GSIS act: -10.6; Xi reactivation: 0.0

How did CCS(=O)(=O)N1CC2(CN(C(=O)c3cccnc3)C2)c2c(n(C)c3cc(OC)ccc23)[C@H]1CO do in these assays?
INS-1E GSIS act: 16.1; Xi reactivation: 0.0

What do the screens show for `CC(C)[C@H]1C/C=C\CCNC(=O)[C@H](C)CC(=O)N1`?
INS-1E GSIS act: 5.8; Xi reactivation: 0.0

What do the screens show for `CC(=O)N(C)C[C@H]1Oc2ccc(N(S(C)(=O)=O)S(C)(=O)=O)cc2C(=O)N(C)C[C@@H]1C`?
INS-1E GSIS act: 7.6; Xi reactivation: 0.2

How did C[C@@H]1CC=CC[C@H](c2cccc(Cl)c2)NC(=O)[C@@H](Cc2ccccc2)N(C)C(=O)c2ccccc2O1 (mixture of isomers) do in these assays?
INS-1E GSIS act: -16.9; Xi reactivation: 0.3

Results for Nn1c(SCC(=O)Nc2ccc3c(c2)OCO3)nnc1-c1cccc(Cl)c1 ?
ERp5 block: 9.4; ARNT-TACC3 inh: -13.7; PAX8 reporter: -9.2

Results for CC1CCN(CCCNC(=O)c2cn(C)c3ccc(S(=O)(=O)N4CCCC4)cc3c2=O)CC1 ?
ERp5 block: -2.6; ARNT-TACC3 inh: -0.5; PAX8 reporter: 11.1

What do the screens show for `Cn1c(=O)c2c(nc(CN3CCN(c4ccc(F)cc4)CC3)n2Cc2ccccc2F)n(C)c1=O`?
ERp5 block: 3.7; ARNT-TACC3 inh: 33.2; PAX8 reporter: -11.3

How did O=C(c1ccccc1)N1CCN(C(=O)C23CC4CC(CC(C4)C2)C3)CC1 do in these assays?
ERp5 block: 4.2; ARNT-TACC3 inh: -1.1; PAX8 reporter: 8.5

Results for Cc1cccc(-n2c(Cc3ccccc3)nnc2SCC(=O)N2CCOCC2)c1 ?
ERp5 block: 3.1; ARNT-TACC3 inh: 5.9; PAX8 reporter: -7.4

Results for CCOC(=O)C1CCN(c2ncnc3c2cnn3-c2ccc(OC)cc2)CC1 ?
ERp5 block: -7.5; ARNT-TACC3 inh: -1.7; PAX8 reporter: -27.6

What do the screens show for `Cc1ccc(-c2nnn(CC(=O)Nc3ccc4nn(-c5ccccc5)nc4c3)n2)o1`?
ERp5 block: -10.7; ARNT-TACC3 inh: 21.4; PAX8 reporter: -0.5

How did CCCCN(C)C(=O)C1CCN(CCCc2ccccc2)CC1 do in these assays?
ERp5 block: -7.0; ARNT-TACC3 inh: -1.3; PAX8 reporter: 16.5

What do the screens show for `COc1ccc(C(=O)Nc2ccccc2C(=O)NCc2ccco2)cc1OC`?
ERp5 block: -4.8; ARNT-TACC3 inh: -1.7; PAX8 reporter: -1.9

How did CC(C)(C)NC(=O)NC(=O)COC(=O)C1=COCCO1 do in these assays?
ERp5 block: 2.8; ARNT-TACC3 inh: -0.5; PAX8 reporter: -2.2

Results for CCCCOc1ccccc1Cn1c(=O)oc2ccc(C)cc21 ?
ERp5 block: 19.5; ARNT-TACC3 inh: 24.6; PAX8 reporter: 14.1

What do the screens show for `CC(C)OCCCNC(=O)c1c(N)n(/N=C/c2cccs2)c2nc3ccccc3nc12`?
ERp5 block: 9.3; ARNT-TACC3 inh: -8.9; PAX8 reporter: 13.1

How did O=C1C=C(O)CC(c2ccc(Cl)cc2)C1 (stereo not drawn) do in these assays?
ERp5 block: -1.6; ARNT-TACC3 inh: 2.9; PAX8 reporter: 0.2

How did COc1ccc(C2C(C(=O)N3CCN(C)CC3)c3ccccc3C(=O)N2C2CCCCC2)cc1 (stereo not drawn) do in these assays?
ERp5 block: 10.3; ARNT-TACC3 inh: 5.4; PAX8 reporter: 12.1

Results for COc1ccc(-n2ncc3c(NCCCn4ccnc4)ncnc32)cc1 ?
ERp5 block: -2.4; ARNT-TACC3 inh: -13.8; PAX8 reporter: -133.0

Results for COc1ccc2nc(SCC(=O)N3CCNC3=O)[nH]c2c1 ?
ERp5 block: 3.4; ARNT-TACC3 inh: 1.2; PAX8 reporter: -185.3

Results for CCCOc1ccc(C(CC(=O)O)NC(=O)c2ccc3c(c2)OCO3)cc1 (stereo not drawn) ?
ERp5 block: -1.9; ARNT-TACC3 inh: -1.5; PAX8 reporter: -21.4

Results for COc1cc(NC(=O)c2ccc(S(=O)(=O)N(C)c3ccccc3)cc2)cc(OC)c1 ?
ARNT-TACC3 inh: 3.2; CFTR F508del cor: 3.8; EWS-Fli inh: 2.9

Results for N#Cc1ccc(OCC(=O)Nc2ccc(S(=O)(=O)N3CCOCC3)cc2)cc1 ?
ARNT-TACC3 inh: 34.4; CFTR F508del cor: 2.8; EWS-Fli inh: 10.8

Results for COc1ccc(C(=O)NCC(=O)OCC(=O)c2c(C)[nH]c3ccccc23)cc1OC ?
ARNT-TACC3 inh: 42.8; CFTR F508del cor: 0.7; EWS-Fli inh: 7.1

Results for COc1ccc(N(C(=O)c2ccco2)C(C(=O)NC2CCCC2)c2ccc(N(C)C)cc2)cc1OC (stereo not drawn) ?
INS-1E GSIS act: -2.4; ERp5 block: 0.8; ARNT-TACC3 inh: 3.2

How did O=C(Nc1ccc2c(c1)CCC2)c1cnccn1 do in these assays?
INS-1E GSIS act: 2.4; ERp5 block: -0.1; ARNT-TACC3 inh: 4.1

What do the screens show for `CCOC(=O)COc1nc(C)c(Br)c(OC)n1`?
INS-1E GSIS act: 0.1; ERp5 block: 2.7; ARNT-TACC3 inh: -2.5

What do the screens show for `CC(C)C1=C2OC(N)=C(C#N)C(C#N)=C2C(C)CC1` (stereo not drawn)?
INS-1E GSIS act: 14.1; ERp5 block: -0.8; ARNT-TACC3 inh: 4.9

Results for Fc1ccccc1CSc1nncn1NCc1cccs1 ?
INS-1E GSIS act: 14.3; ERp5 block: 1.8; ARNT-TACC3 inh: 0.1

What do the screens show for `COc1ccc(C(=O)COC(=O)c2ccco2)cc1`?
INS-1E GSIS act: -6.3; ERp5 block: -0.5; ARNT-TACC3 inh: -6.4

Results for O=C(COc1ncnc2c(Cl)cc(Cl)cc12)NCCC1=CCCCC1 ?
INS-1E GSIS act: -6.8; ERp5 block: 4.9; ARNT-TACC3 inh: -2.2

What do the screens show for `Cn1c(-c2ccc(F)cc2)cnc1NCc1ccc(C#N)cc1`?
INS-1E GSIS act: -10.8; ERp5 block: 5.0; ARNT-TACC3 inh: 32.6

Results for O=C(CSc1nnc(-c2cccc(Cl)c2)o1)Nc1ccc2c(c1)OCCO2 ?
INS-1E GSIS act: 1.7; ERp5 block: 2.1; ARNT-TACC3 inh: -4.4

How did Cn1c(NCc2ccccc2)nc2c1c(=O)n(Cc1ccccc1)c(=O)n2C do in these assays?
INS-1E GSIS act: -26.0; ERp5 block: -4.1; ARNT-TACC3 inh: -1.0

Results for CC1CCC(N2CCN(S(C)(=O)=O)CC2)CC1 (stereo not drawn) ?
INS-1E GSIS act: 3.8; ERp5 block: 2.3; ARNT-TACC3 inh: -4.7

What do the screens show for `C=CCSc1nc(O)c(CC)c(=O)n1C(C)CC` (stereo not drawn)?
INS-1E GSIS act: -0.3; ERp5 block: 6.2; ARNT-TACC3 inh: -0.7

What do the screens show for `Cc1ccccc1NC(=O)CC(O)(C(F)(F)F)C(F)(F)F`?
INS-1E GSIS act: -1.7; ERp5 block: 4.7; ARNT-TACC3 inh: -3.6

How did CCOC(=O)c1nn(-c2cc(C(=O)OC)cc(C(=O)OC)c2)cc1O do in these assays?
INS-1E GSIS act: 6.0; ERp5 block: -4.3; ARNT-TACC3 inh: 1.1

How did Cc1cc(Br)ccc1SCC(=O)OCC(=O)N1CCN(C(=O)c2ccco2)CC1 do in these assays?
INS-1E GSIS act: -7.0; ERp5 block: 2.8; ARNT-TACC3 inh: 4.1

How did Cc1nnc2ccc(N3CCOCC3)nn12 do in these assays?
INS-1E GSIS act: 9.9; ERp5 block: -9.7; ARNT-TACC3 inh: -4.6

Results for CCOC(=O)c1ccc(N2C(=O)C3CC=CCC3C2=O)cc1 (stereo not drawn) ?
INS-1E GSIS act: 6.4; ERp5 block: 0.0; ARNT-TACC3 inh: -2.7

How did COc1ccc(-c2nn(C)c(=O)c3ccccc23)cc1NC(=O)Cn1nc(C)c2ccccc2c1=O do in these assays?
INS-1E GSIS act: 15.2; ERp5 block: 0.3; ARNT-TACC3 inh: 2.8

How did CC1CN(C2CCN(S(=O)(=O)c3ccccc3)CC2)CC(C)O1 (stereo not drawn) do in these assays?
INS-1E GSIS act: -7.7; ERp5 block: -8.4; ARNT-TACC3 inh: 1.3

How did CCC(C)C(N)C(=O)NC(CCC(=O)OCc1ccccc1)C(N)=O (stereo not drawn) do in these assays?
INS-1E GSIS act: 2.4; ERp5 block: 4.3; ARNT-TACC3 inh: -4.0

How did CS(=O)(=O)N1CCN(c2nc3ccccc3s2)CC1 do in these assays?
INS-1E GSIS act: 0.8; ERp5 block: 5.3; ARNT-TACC3 inh: -0.2

Results for Nc1c(-c2ccccc2)cnc2ncnn12 ?
INS-1E GSIS act: -2.7; ERp5 block: -1.8; ARNT-TACC3 inh: 4.6

Results for O=c1[nH]cnc2sc3c(c12)CN(Cc1ccccc1)CC3 ?
INS-1E GSIS act: 3.7; ERp5 block: 1.9; ARNT-TACC3 inh: 7.9

How did Nc1c(C(=O)OCC(=O)Nc2cccc([N+](=O)[O-])c2)[nH]c(=O)[nH]c1=O do in these assays?
INS-1E GSIS act: 6.8; ERp5 block: 1.7; ARNT-TACC3 inh: 16.4*

How did Cc1ccc(C(=O)OCc2cc3ccccc3[nH]c2=O)cc1 do in these assays?
INS-1E GSIS act: 2.1; ERp5 block: 3.0; ARNT-TACC3 inh: -1.8

How did COc1ccc(C)cc1S(=O)(=O)N(CC(=O)O)c1ccccc1 do in these assays?
INS-1E GSIS act: -3.6; ERp5 block: 1.8; ARNT-TACC3 inh: -4.5

How did CCOC(=O)CC12CN3CN(C1)CC(CC(=O)OCC)(C3)C2=O do in these assays?
INS-1E GSIS act: -2.6; ERp5 block: 0.0; ARNT-TACC3 inh: -0.5

Results for CCOC(=O)c1cnc(-c2ccccc2)nc1N(C)C ?
INS-1E GSIS act: 6.2; ERp5 block: 0.8; ARNT-TACC3 inh: -2.4

How did CC1=C(C#N)C(=O)NC(C)(C)C1 do in these assays?
INS-1E GSIS act: 12.5; ERp5 block: 4.3; ARNT-TACC3 inh: 1.4

How did O=C(COC(=O)c1ccco1)Nc1ccc2c(c1)OCO2 do in these assays?
INS-1E GSIS act: -3.4; ERp5 block: -3.1; ARNT-TACC3 inh: -3.6

How did Cc1ccc2c(c1)CCCN2C(=O)c1c(C)noc1C do in these assays?
INS-1E GSIS act: 9.3; ERp5 block: 0.4; ARNT-TACC3 inh: 2.7

How did Cc1ccc(C(=O)Nc2nc3nc(-c4ccccc4)cc(=O)n3[nH]2)cc1 do in these assays?
INS-1E GSIS act: -9.8; ERp5 block: 5.0; ARNT-TACC3 inh: 4.2

How did CCN(CC)S(=O)(=O)c1cccc(C(=O)Nc2cccnc2)c1 do in these assays?
INS-1E GSIS act: -1.5; ERp5 block: 2.3; ARNT-TACC3 inh: 6.9

Results for Cn1cnnc1SCC(=O)Nc1cccc(C(=O)O)c1 ?
INS-1E GSIS act: 4.4; ERp5 block: -1.7; ARNT-TACC3 inh: -5.7

How did CC1CCc2c(sc(NC(=O)c3ccc(-c4ccccc4[N+](=O)[O-])o3)c2C#N)C1 (stereo not drawn) do in these assays?
INS-1E GSIS act: 8.1; ERp5 block: -4.2; ARNT-TACC3 inh: 0.9
